JMJD2A Tudor = qHTS Assay for Inhibitors of JMJD2A-Tudor Domain; Lysine-specific demethylase 4A (Homo sapiens), O75164; actives 4.4% (n = 390,000); AlphaScreen JMJD2A-Tudor / H3K4me3 peptide binding; AID 504339, 2011; Potency, µM (top dose mostly 114 µM), for inactives: at the highest dose activity change, negative = inhibition, hits mostly inhibitors; further: potency means the concentration at half of the fitted maximal effect; on the % scale 0 is the no-effect control and ±100 the full control effect; nearly all actives have a fitted effect of over 50% in size
BAZ2B inh = qHTS Assay for Inhibitors of BAZ2B | Bromodomain adjacent to zinc finger domain protein 2B (Homo sapiens), Q9UIF8 | AlphaScreen BAZ2B-H3K14Ac peptide displacement | Potency, µM (highest dose often 114 µM), inactives show at the highest dose activity change, negative = inhibition, actives largely listed as inhibitors | actives 4.4% (n = 360,000) | AID 504333, 2011; further: potency means the concentration at half of the fitted maximal effect; on the % scale 0 is the no-effect control and ±100 the full control effect; nearly all actives have a fitted effect of over 60% in size
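In this displacement format the biotinylated H3(5-23) peptide acetylated at Lys14 serves as ligand at 50 nM, with BAZ2B at 50 nM in PBS pH 7.4 containing 0.01% Tween-20. Donor and acceptor beads are 10 ug/mL final.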
GLS inhibitor = qHTS for Inhibitors of Glutaminase (GLS). actives 0.21% (n = 410,000). GLS enzymatic activity, qHTS titration. AID 624170, 2012. Glutaminase kidney isoform, mitochondrial (Homo sapiens), O94925. Potency, µM (doses to about 45.5 µM), inactives show top-dose activity change, negative = inhibition, actives largely listed as inhibitors; further: potency means the concentration at half of the fitted maximal effect; on the % scale 0 is the no-effect control and ±100 the full control effect
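hKGA in 45 mM KH2PO4 pH 8.2, 0.02% Tween-20 with pin-transferred compounds; 1 mM L-glutamine (stock) plus glutamate oxidase/HRP/Amplex Red coupling added. Fluorescence read initially and after 30 min at RT.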
PGK inhibitor = qHTS Assay to Find Inhibitors of Phosphoglycerate Kinase. Phosphoglycerate kinase, glycosomal (Trypanosoma brucei brucei), P07378. PGK/GAPDH coupled, Kinase-Glo luminescence, 60 min. Potency, µM (doses to about 57.5 µM), without a hit: top-dose activity change, negative = inhibition, actives largely listed as inhibitors. actives 0.043% (n = 380,000); further: potency means the concentration at half of the fitted maximal effect; on the % scale 0 is the no-effect control and ±100 the full control effect; nearly all actives have a fitted effect of over 60% in size
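Luminescent ATP detection (Kinase-Glo Plus) follows a 60-minute room-temperature incubation, with wells lacking PGK as controls. Buffer: 100 mM TEA (pH 7.6), 5 mM MgCl2, 0.01% Tween-20. Coupling enzyme GAPDH (100 nM final) supplies unstable 1,3-BPG in-well.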
Pol eta inh = qHTS for Inhibitors of Polymerase Eta; DNA polymerase eta (Homo sapiens), Q9Y253; recombinant Pol eta, fluorescent DNA replication assay; Potency, µM (top dose mostly 114 µM), inactives show at the highest dose activity change, negative = inhibition, actives largely listed as inhibitors; actives 1.2% (n = 390,000); AID 588591, 2011; further: potency means the concentration at half of the fitted maximal effect; on the % scale 0 is the no-effect control and ±100 the full control effect
Target sequence (Q9Y253 whole entry, looked up): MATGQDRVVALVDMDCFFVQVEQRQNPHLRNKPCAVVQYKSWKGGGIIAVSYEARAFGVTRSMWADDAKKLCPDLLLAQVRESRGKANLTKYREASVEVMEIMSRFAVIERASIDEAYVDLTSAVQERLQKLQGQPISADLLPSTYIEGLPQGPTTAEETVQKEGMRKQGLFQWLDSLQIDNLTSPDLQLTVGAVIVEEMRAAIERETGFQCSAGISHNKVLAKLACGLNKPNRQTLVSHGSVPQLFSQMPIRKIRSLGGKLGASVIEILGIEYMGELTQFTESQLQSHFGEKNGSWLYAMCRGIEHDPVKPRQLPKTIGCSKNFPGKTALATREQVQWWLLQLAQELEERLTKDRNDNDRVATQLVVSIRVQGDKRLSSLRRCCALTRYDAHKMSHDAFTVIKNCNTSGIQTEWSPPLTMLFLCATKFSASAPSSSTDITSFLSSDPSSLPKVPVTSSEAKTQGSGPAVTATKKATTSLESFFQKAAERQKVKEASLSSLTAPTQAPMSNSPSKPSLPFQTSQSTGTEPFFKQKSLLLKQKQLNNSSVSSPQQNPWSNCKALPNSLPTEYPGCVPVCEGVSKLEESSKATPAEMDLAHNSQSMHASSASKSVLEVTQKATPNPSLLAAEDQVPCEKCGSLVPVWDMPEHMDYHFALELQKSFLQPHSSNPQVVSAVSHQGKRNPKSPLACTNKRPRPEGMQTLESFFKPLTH
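Fluorescent replication assay: 50 nM final substrate added after a 15 min room-temperature compound preincubation with 10 nM enzyme. Signal taken at 0 min and again at 10 min.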
Pin1 inhibitor = qHTS Assay to Find Inhibitors of Pin1; Pin1 FP peptide displacement, HiFluor488, 10 min; Potency, µM (series often up to 115 µM), inactives show at the top dose activity, negative = inhibition, most hits filed as inhibitors; actives 0.009% (n = 390,000); AID 504891, 2011; active means well fitted inhibition curve with a large enough effect in the polarisation, with a control signal flat, not every such curve was filed as active; inconclusive means small, poorly fitted or top-dose-only effect, or effect the other way, or a change in a side signal; inactive means no such curve, though single readings can be large or run the other way; the % refers to the polarisation; further: potency means the concentration at half of the fitted maximal effect; on the % scale 0 is the no-effect control and ±100 the full control effect
Target sequence (Q13526 whole entry, looked up): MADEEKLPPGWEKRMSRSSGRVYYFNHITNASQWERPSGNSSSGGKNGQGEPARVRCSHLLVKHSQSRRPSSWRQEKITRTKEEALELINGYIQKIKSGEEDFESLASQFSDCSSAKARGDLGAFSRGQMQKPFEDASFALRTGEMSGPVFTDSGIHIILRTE
PI4K2A inh = qHTS for small molecular inhibitors of PI4K2A | actives 0.13% (n = 420,000) | Phosphatidylinositol 4-kinase type 2-alpha (Homo sapiens), Q9BTU6 | activity change, negative = inhibition, % at 76.9 µM | purified PI4K2A, ADP-Glo luminescence, 1 h; stronger effect = lower value; in the data active means activity change below about -50%; inconclusive means mostly about -30% to -49%;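 further: -100% = wells without enzyme as full effect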
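PI4K2A activity was measured by ADP-Glo luminescence: enzyme (4 ug/mL stock) and phosphatidylinositol (1.2 mM stock) in Tris pH 7.5/MgCl2/EGTA/Triton X-100 buffer were reacted with ATP (300 microM stock) for one hour at ambient temperature.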
G9a inh = qHTS Assay for Inhibitors of Histone Lysine Methyltransferase G9a | Histone-lysine N-methyltransferase EHMT2 (Homo sapiens), Q96KQ7 | actives 8.8% (n = 350,000) | G9a H3K9 monomethylation, AlphaScreen, 2 h | Potency, µM (series often up to 102 µM), for inactives: top-dose activity, negative = inhibition, usual class: inhibitors; further: potency means the concentration at half of the fitted maximal effect; on the % scale 0 is the no-effect control and ±100 the full control effect; nearly all actives have a fitted effect of over 75% in size
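Using a bead-based AlphaScreen, monomethylated H3K9 product from 2 h room-temperature reactions (G9a 20 nM, peptide 500 nM, SAM 20 uM) was detected with 0.5 ug/mL rabbit anti-H3K9me1 antibody.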
HP1b binding inh = HTS for Inhibitors of HP1-beta Chromodomain Interactions with Methylated Histone Tails; AlphaScreen HP1-beta / biotin-H3K9me3 peptide binding; Potency, µM (series often up to 114 µM), for the others: at the highest dose activity change, negative = inhibition, most hits filed as inhibitors; actives 0.56% (n = 390,000); further: potency means the concentration at half of the fitted maximal effect; nearly all actives have a fitted effect of over 70% in size; inactives centre near 23
Target sequence (P83916 whole entry, looked up): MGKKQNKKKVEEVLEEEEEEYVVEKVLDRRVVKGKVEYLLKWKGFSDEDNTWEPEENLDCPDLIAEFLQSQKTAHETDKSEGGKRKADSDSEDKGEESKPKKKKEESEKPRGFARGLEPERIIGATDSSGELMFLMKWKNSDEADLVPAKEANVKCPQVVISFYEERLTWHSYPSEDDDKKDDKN
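AlphaScreen: HP1-beta (50 nM) preformed 30 min with biotin-H3(1-18)K9me3 peptide (50 nM) in PBS pH 7.4, 0.01% Tween-20. Compound added for 30 min at RT, then streptavidin donor/nickel chelate acceptor beads (10 ug/mL) for 30 min.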
Numbers without * were called inactive; i = inactive; ? = inconclusive; . = not tested or not shown; & = joins results of further samples; [ ] = dose if it differs, or a comment. Unless noted, the call rests on the fitted dose curve; in most records, active means well fitted curve in the direction sought with a large enough effect; inconclusive means small, poorly fitted or top-dose-only effect, or another doubt; inactive means no such curve, though single readings can be large; an effect the other way counts as inactive or inconclusive.

JMJD2A Tudor	BAZ2B inh	GLS inhibitor	PGK inhibitor	Pol eta inh	Pin1 inhibitor	PI4K2A inh	G9a inh	HP1b binding inh	compound
-7%	3%	6%	-11%	-19%	1%	-2	16%	41%[activator]	CC(C)CCN1CC(=O)N2[C@@H](Cc3c([nH]c4ccccc34)C2(C)C)C1=O
-22%	-34%	4%	-5%	-23%	-3%	-6	-47%[59 µM]	28%	CCN(CC)CCCNc1sc(S(=O)(=O)c2ccccc2)nc1S(=O)(=O)c1ccc(Cl)cc1
-25%	.	2%	-8%	-17%	14%	-3	.	10%	COc1ccccc1N(C)S(=O)(=O)c1ccc(C(=O)NCC(c2ccco2)N2CCCCC2)cc1 (centres undefined)
?	.	14µM*	-10%	2%	0%	-8	32µM*	?	COc1cccc2sc(NN)nc12
-16%	-25%	11%	i	-9%	4%	1	-31%[59 µM]	29%	O=C(c1ccc2c(c1)N(Cc1ccc(F)cc1)C(=O)c1ccccc1S2(=O)=O)N1CCC(Cc2ccccc2)CC1
-10%	-11%	8%	-2%	-3%	-1%	6	-5%[59 µM]	12%	Cc1ccc([N+](=O)[O-])cc1NC(=O)CN(c1ccccc1)S(=O)(=O)N(C)C
-9%	-7%	0%	-3%	-25%	0%	-3	.	16%	O=C(Nc1nc2c(Cl)ccc(Cl)c2s1)C1CC1
20µM*	45µM*	?	-7%	28µM*	?	-9	.	?	S=c1[nH]nc(COc2ccccc2)n1/N=C/C=C/c1ccco1
?	-36%	2%	-1%	-10%	-15%	-3	2%[0.501 µM]	-5%	CN(C)c1ccc(C(CNS(=O)(=O)c2cccc([N+](=O)[O-])c2)N2CCOCC2)cc1 (centres undefined)
-35%	?	17%	-1%	?	1%	2	.	6%	Oc1ccc(/C=N/NC(=S)NC2CC3CCC2C3)cc1 (centres undefined)
?	-30%	-20%	i	-14%	-2%	5	-15%	11%	CC(=O)N1CCOc2ccc(S(=O)(=O)N3CCN(c4cc(C)ccc4C)CC3)cc21
-4%	-17%	1%	1%	-5%	1%	0	-9%	55%[activator]	CCn1c(CC(=O)Nc2ccccc2C)nnc1SCC(=O)Nc1nncs1
-1%	1%	3%	-3%	-11%	-3%	3	3%	55%[activator]	O=S(=O)(Nc1cc(C(F)(F)F)ccc1N1CCOCC1)c1ccccc1
-15%	-11%	-2%	-7%	-4%	-2%	0	-4%[59 µM]	33%	OCCCN1CCN(CCCOc2ccccc2-c2ccccc2)CC1
-5%	10%	9%	-4%	-9%	-11%	-2	-10%	3%	c1ccc(OCc2nnnn2-c2ccccc2)cc1
5%	5%	-3%	-6%	-22%	-5%	-1	.	40%[activator]	O=C(NC1CCc2ccccc21)c1cc(COc2ccc(F)cc2Cl)on1 (centres undefined)
-12%	1%	4%	-5%	-8%	-6%	-5	-25%	10%	O=C(c1ccc(F)cc1)N(Cc1ccccc1)C1CCS(=O)(=O)C1 (centres undefined)
40µM*	13µM*	11µM*	?	2µM*	.	-13	16µM*	50µM*	O=C1CCCC2=C1C(c1ccco1)Nc1ccc3ccccc3c12 (centres undefined)
-4%	9%	-2%	0%	-18%	1%	-3	-5%[12.7 µM]	30%	Cc1noc(C)c1C(=O)Nc1ccc(-c2nnc3n2CCCCC3)cc1
5%	-4%	11%	1%	10%	-2%	3	-23%[12.7 µM]	19%	COC(=O)c1ccc(C2C(C#N)=C(N)Oc3cc(C)n(C)c(=O)c32)cc1 (centres undefined)
2%	6%	3%	i	-8%	-1%	5	-4%[12.7 µM]	30%	O=C(CN1CCN(c2ccccc2)CC1)NC(=O)NCc1ccccc1
1%	.	-12%	-7%	?	-1%	4	.	31%	CCc1ccccc1N1CC(C(=O)N2Cc3ccccc3CC2C(N)=O)CC1=O (centres undefined)
1%	1%	1%	-3%	-3%	1%	9	.	25%	Clc1cc(Sc2ccc(Br)cc2)nnc1-c1ccccc1
-9%	-15%	-5%	-4%	-3%	0%	-7	9%	44%[activator]	COc1ccc(-c2cc(C(=O)Nc3ccccc3)on2)cc1
47%[activator]	12%	9%	i	-21%	0%	-1	98%[activator]	82%[activator]	CCOC(=O)C1CCCCN1C(=O)c1oc2c(Cl)cc(C)cc2c1C (centres undefined)

Some of these compounds in order of their number in HP1b binding inh, smallest number first:
SMILES | JMJD2A Tudor | BAZ2B inh | GLS inhibitor | PGK inhibitor | Pol eta inh | Pin1 inhibitor | PI4K2A inh | G9a inh | HP1b binding inh
CN(C)c1ccc(C(CNS(=O)(=O)c2cccc([N+](=O)[O-])c2)N2CCOCC2)cc1 (centres undefined) | ? | -36% | 2% | -1% | -10% | -15% | -3 | 2%[0.501 µM] | -5%
c1ccc(OCc2nnnn2-c2ccccc2)cc1 | -5% | 10% | 9% | -4% | -9% | -11% | -2 | -10% | 3%
Oc1ccc(/C=N/NC(=S)NC2CC3CCC2C3)cc1 (centres undefined) | -35% | ? | 17% | -1% | ? | 1% | 2 | . | 6%
COc1ccccc1N(C)S(=O)(=O)c1ccc(C(=O)NCC(c2ccco2)N2CCCCC2)cc1 (centres undefined) | -25% | . | 2% | -8% | -17% | 14% | -3 | . | 10%
CCc1ccccc1N1CC(C(=O)N2Cc3ccccc3CC2C(N)=O)CC1=O (centres undefined) | 1% | . | -12% | -7% | ? | -1% | 4 | . | 31%

Following part
JMJD2A Tudor	BAZ2B inh	GLS inhibitor	PGK inhibitor	Pol eta inh	Pin1 inhibitor	PI4K2A inh	G9a inh	HP1b binding inh	compound
-22%	-1%	5%	-4%	-10%	1%	3	?	6%	O=C(CN1C(=O)NC(Cc2c[nH]c3ccccc23)C1=O)Nc1ccccc1Br (centres undefined)
-16%	.	3%	-6%	-15%	-2%	-5	.	2%[57 µM]	Cc1cc2nc(-c3ccccc3O)[nH]c2cc1C
-11%	-1%	-3%	i	-15%	17%	-1	?	42%[activator]	O=C(NC(Cc1ccccc1)c1ccc2c(c1)OCCCO2)c1ccc(F)cc1 (centres undefined)
2%[57.1 µM]	10%	-7%	-1%	-16%	-6%	1	45µM*	56%[activator]	CC(C)(C)NC(=S)NCCc1ccccc1
1%	2%	5%	1%	1%	-22%	-8	?	36%	CCOC(=O)/C=c1\s/c(=C(\C#N)C(=O)NC)n(-c2ccccc2)c1=O
1%	10%	-4%	5%	8%	0%	1	8%[12.7 µM]	21%	CCCN(C(=O)c1ccc(S(=O)(=O)N2CCCC2)cc1)C1CCS(=O)(=O)C1 (centres undefined)
-16%	-7%	11%	-3%	-27%	11%	-3	38%[activator][59 µM]	16%	CCOc1cc(-c2c(C#N)c(N)nc3c2CCc2ccccc2-3)ccc1O
?	?	4%	-4%	-15%	4%	7	?	-1%	O=C(CSc1nnc(-c2ccco2)n1Cc1ccccc1)c1ccc(F)cc1
-3%	-22%	-15%	-5%	2%	2%	-4	50%[59 µM]	14%	COc1ccc(OCc2nnc(SCC(=O)N3c4ccccc4Sc4ccc(Cl)cc43)o2)cc1
2%	4%	4%	.	0%	?	5	16%[12.7 µM]	5%	COc1cccc(CC(NC(C)=O)C(=O)NC2CCN(S(=O)(=O)c3ccc4ccccc4c3)CC2)c1 (centres undefined)
-9%	-18%&16%	0%	i	-5%	-1%	-3	38%[12.7 µM]	36%	CCOC(=O)c1c(O)cc(C)[nH]c1=O
-19%	-22%	-3%	-8%	-4%	0%	6	-22%	5%[57 µM]	CC1Cc2ccccc2N1C(=O)CCn1cccn1 (centres undefined)
-16%	10%	10%	-7%	11%	-7%	-1	12%[2.33 µM]	8%	COc1ccc(C(=O)N(C)C2(C)CCS(=O)(=O)C2)cc1OC (centres undefined)
-19%	5%	-3%	-5%	7%	4%	-3	?	32%	Cc1oc(-c2ccc(Cl)cc2)nc1CS(=O)CC(=O)NCc1cccs1 (centres undefined)
2%	-3%	0%	-5%	-14%	-7%	-7	-2%[0.501 µM]	56%[activator]	O=C(Nc1c(F)cc(F)cc1Br)c1cc(-c2ccccc2)on1
10%	-11%	1%	-3%	-15%	-5%	-1	3%	54%[activator]	C(=C\c1nc(-c2ccncc2)no1)/c1ccccc1
-5%	-13%	38%[activator]	-6%	-13%	-1%	-9	50µM*	36%	O=C1ON=C(c2ccccc2)/C1=C/c1ccc(O)cc1
-18%	-29%	12%	6%	-17%	2%	4	?	38%	CC(C)CN1CCNC(=O)C1CC(=O)NCc1cnn(-c2cccc(F)c2)c1 (centres undefined)
13%	?	6%	-5%	-7%	1%	3	19%[59 µM]	27%	C=CCN(CC=C)S(=O)(=O)c1ccc(F)cc1

This is a subset, so the mix of outcomes need not match the whole.
